TexasRed fluor: counter-screen for TRb-SRC2 inhibitors: fluorescence interference | TRb/SRC2 Texas Red total fluorescence interference | Potency, µM (titrated, usually from 106 µM), without a hit: at the top dose fluorescence change, negative = quenching | 0.29% of 280,000 active; active = well fitted curve in either direction with a large enough effect; inconclusive = small, poorly fitted or top-dose-only effect; note: % is set by controls: 0 for no effect and ±100 for the full control effect
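Human TRb ligand-binding domain at 0.6 uM with 20 nM Texas Red SRC2 peptide in Tris buffer containing 1 uM T3 and 5% DMSO, incubated with compound 5 h at ambient temperature. Total fluorescence (555/632 nm) calculated as parallel + 2 × perpendicular.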
Tau FP inhib: inhibitors of human tau fibril formation; 0.39% of 280,000 active; Potency, µM (top dose mostly 57.7 µM), inactives show at the highest dose activity, negative = inhibition, hits mostly inhibitors; K18 P301L tau heparin fibrillization, Alexa594 FP, 6 h; P10636; note: % is set by controls: 0 for no effect and ±100 for the full control effect; nearly all actives have a fitted effect of over 55% in size
Target sequence (P10636 561-689 P618L limits assumed): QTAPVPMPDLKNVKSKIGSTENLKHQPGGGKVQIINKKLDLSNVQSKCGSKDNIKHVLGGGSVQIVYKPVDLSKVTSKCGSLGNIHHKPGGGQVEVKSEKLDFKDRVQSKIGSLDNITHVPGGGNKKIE
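FP of Alexa 594-tau after heparin (20 uM) induction. Substrate: human K18 P301L, 15 uM unlabeled, 0.24 uM labeled. Buffer 100 mM sodium acetate pH 7. 6 hr, 37 C.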
RECQ1 helicase: RECQ1 (human) helicase inhibition. P46063. RECQ1 DNA unwinding, red fluorescence kinetic read. Potency, µM (doses to about 57.3 µM), inactives show at the highest dose activity, negative = inhibition, most hits filed as inhibitors. 0.54% of 240,000 active. AID 2549;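 note: plate controls were vehicle for no effect and no enzyme for full effect; nearly all actives have a fitted effect of over 30% in size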
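50 nM RECQ1T1 preincubated 15 min with compound in Tris pH 8.0 buffer with MgCl2, DTT, Tween-20 and 2.5 ug/ml poly(dI-dC); started with 200 nM TAMRA/BHQ-2 forked duplex and 2 mM ATP. Unwinding read as fluorescence (525/598 nm), two reads 2 h apart.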
Tau fluor counter: counter-screen for tau fibril formation inhibitors; 0.93% of 280,000 active; tau K18 P301L Alexa594 fluorescence, heparin fibrillization; Potency, µM (top dose mostly 57.7 µM), for inactives: at the top dose activity change, negative = decrease; note: % is set by controls: 0 for no effect and ±100 for the full control effect; nearly all actives have a fitted effect of over 55% in size
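Human K18 P301L tau (15 uM unlabeled plus 0.24 uM Alexa 594-labeled, final) in 100 mM sodium acetate pH 7 was mixed with compound and 20 uM heparin and incubated 6 hr at 37 C.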
L3MBTL1 block: inhibitors of human L3MBTL1; Potency, µM (top dose mostly 57.1 µM), for inactives: at the highest dose activity, negative = inhibition, actives largely listed as inhibitors; Q9Y468; AlphaScreen L3MBTL1–H3K9me1 peptide binding; 0.66% of 230,000 active; note: % is set by controls: 0 for no effect and ±100 for the full control effect; nearly all actives have a fitted effect of over 60% in size
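Displacement of a biotinylated histone H3(1-15) peptide monomethylated at Lys9 (75 nM) from L3MBTL1 (50 nM) was measured by AlphaScreen after a 30 min room-temperature compound incubation; cefsulodin titration served as intraplate control.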
HTT ATP protect: protects HTT-Q103 PC12 cells, measured by ATP. Potency, µM (highest dose often 56.4 µM), for the others: cytoprotection (ATP increase), usual class: activators. PC12 HTT-Q103 induced, cytoprotection, ATP luminescence, 40 h. 0.14% of 230,000 active. AID 1471;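 note: % of control where 0% means no effect; nearly all actives have a fitted effect of over 45% in size; toxic huntingtin expression switched on by the ecdysone agonist tebufenozide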
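Rat PC12, Q103 Htt exon1-GFP fusion, ecdysone promoter; tebufenozide inducer 100 nM final; compound titration; qHTS, 1500 cells/well; ATPlite luminescent read.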
Tau ThT inhib: tau fibrillization inhibition (ThT binding); recombinant tau K18 P301L (four-repeat tau fragment), heparin-induced fibrillization, ThT fluorescence; AID 1460; Potency, µM (highest dose often 57.4 µM), for inactives: at the highest dose activity, negative = inhibition, actives largely listed as inhibitors; 2.1% of 270,000 active; note: % is set by controls: 0 for no effect and ±100 for the full control effect; nearly all actives have a fitted effect of over 55% in size
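Recombinant human tau K18 fragment […] carrying P301L, 15 uM unlabeled plus 0.24 uM Alexa 594-labeled, was fibrillized with 20 uM heparin in 100 mM sodium acetate pH 7 for 6 hr at 37 C; 30 uM ThT fluorescence read after 1 hr.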
TRb SRC2 PPI: TRbeta-SRC2 interaction inhibition. P10828. TRbeta-SRC2 peptide binding, fluorescence polarization; receptor liganded with 1 µM T3. Potency, µM (doses to about 106 µM), without a hit: top-dose activity change, negative = inhibition, actives largely listed as inhibitors. 0.065% of 280,000 active;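 note: plate controls were bound peptide for no effect and peptide without receptor for full effect; nearly all actives have a fitted effect of over 50% in size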
Target sequence (P10828 whole entry, looked up): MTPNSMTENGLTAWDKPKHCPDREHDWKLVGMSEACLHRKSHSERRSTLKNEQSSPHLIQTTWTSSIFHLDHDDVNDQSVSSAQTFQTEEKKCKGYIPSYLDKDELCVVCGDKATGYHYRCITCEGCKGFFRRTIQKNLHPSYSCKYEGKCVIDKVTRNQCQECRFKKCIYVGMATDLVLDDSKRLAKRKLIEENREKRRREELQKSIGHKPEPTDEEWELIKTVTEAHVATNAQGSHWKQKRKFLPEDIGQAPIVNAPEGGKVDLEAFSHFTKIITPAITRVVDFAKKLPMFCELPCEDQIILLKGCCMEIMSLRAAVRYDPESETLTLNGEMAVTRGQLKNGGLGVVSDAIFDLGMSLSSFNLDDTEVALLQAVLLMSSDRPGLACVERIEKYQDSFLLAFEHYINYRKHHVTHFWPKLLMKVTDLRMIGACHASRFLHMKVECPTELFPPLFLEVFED
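Human TRb LBD (0.6 uM) plus Texas Red-labeled SRC2 peptide (20 nM), 1uM T3, 5% DMSO, 5 hr at ambient temperature. Decreased polarization (555/632 nm) flags inhibition; data normalized to free and bound peptide controls.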
* = called active by the depositor; i = inactive; ? = inconclusive; / = not tested or not shown; & = joins results of further samples; [ ] = dose if it differs, or a comment. Unless noted, calls come from the whole dose curve; as a rule, active = well fitted curve in the direction sought with a large enough effect; inconclusive = small, poorly fitted or top-dose-only effect, or another doubt; inactive = no such curve, though single readings can be large; an effect the other way counts as inactive or inconclusive. Potency is the fitted concentration of half-maximal effect. Some of the compounds tested; rates above refer to the full screens.

Values in the order: Tau fluor counter	TRb SRC2 PPI	Tau FP inhib	TexasRed fluor	L3MBTL1 block	Tau ThT inhib	RECQ1 helicase	HTT ATP protect
COc1ccc(/C=N/n2cnc3c([nH]c4ccc(F)cc43)c2=O)cc1CN1CCCC1
  -14%	-5%	-2%	-6%	1%	?	-2%	-33%[10 µM]
O=C1c2cccc3c([N+](=O)[O-])ccc(c23)C(=O)N1CC1CCCO1 (configuration not stated)
  ?	1%	6%	-3%	/	?	11%	11%
CN1CC(=O)N(CC(=O)Nc2cccc(S(=O)(=O)N3CCOCC3)c2)C1=O
  -5%	-4%	10%	0%	/	0%	-2%	-41%[inhibitor]
COc1ccccc1S(=O)Cc1ccc(C(=O)NC2CCCC2)o1 (configuration not stated)
  -14%	-3%	0%	-5%	/	?	-7%	-4%
CN1C[C@@H]2C(c3ccc(Cl)nc3)C3(c4ccccc4)CC2(C3)[C@H]1c1ccccc1 (some centres not stated)
  -5%&18%	1%&4%	-1%&6%	-4%&-2%	/	-9%&6%	-6%	-18%
COc1ccc(C2NC(=O)c3c(sc4c3CCN(C)C4)N2)cc1O (configuration not stated)
  -23%	4%	-7%	-3%	/	5.6µM*	/	/
O=C(O)c1cc(C2CC2)nc2ccccc12
  -7%&-1%	1%&0%	-1%&-11%	-3%&0%	8%	-1%&-2%	1%	-17%
S=C(NCCc1ccccc1)Nc1ccccc1
  -5%	-6%	-2%	-1%	/	/	-18%	0%[10 µM]
CC(C)C(=O)Nc1c2c(nc3c1CCC3)CCCC2
  6%	-3%	-8%	-4%	7%	2%	-3%	-9%
O=C1CCCN1CN1CCCCC1
  -4%	-8%	-4%	0%	8%	-5%	1%	-3%
O=c1cc(CN2CCN(S(=O)(=O)c3ccc4c(c3)OCCO4)CC2)c2ccc(O)cc2o1
  ?	0%	13%	-4%	/	-14%	-13%	4%
CC(=O)Nc1ccc(S(=O)(=O)N=S(C)(C)=O)cc1
  6%	-4%	-5%	-1%	-5%	-1%	-4%	27%[0.074 µM]
CC(=O)c1ccc(NS(=O)(=O)c2ccc3[nH]c4c(c3c2)CCCC4)cc1
  8.9µM*[quencher]	4%	-7%	9%	/	11%	/	/
Cc1csc2c(=O)sc(NC(=O)c3ccc(F)cc3)nc12
  -4%	-1%	-10%	-1%	/	/	-5%	-7%[10 µM]
COc1ccc(C)cc1S(=O)(=O)N(CC(N)=O)Cc1ccccc1
  -2%	-6%	6%	0%	3%	-6%	i	-3%
COc1cccc(C(=O)OCC(=O)c2c[nH]c3ccccc23)c1O
  -16%	-5%	-3%	0%	-1%	-12%	-6%	-23%
O=C(O)c1c(-c2ccccc2)oc2ccc(OCc3c(F)cccc3Cl)cc12
  -3%	0%	-10%	3%	/	2%	/	/
CCOc1ccc(CCNC(=O)c2ccc3c(Cl)c4c(nc3c2)CCCC4)cc1
  -21%	1%	11%	-30%	/	?	/	/
CCc1cccc(C)c1NC(=O)CC1Oc2ccc(C)cc2NC1=O (configuration not stated)
  1%	-9%	-2%	2%	/	-2%	/	/
CCOC(=O)c1ccc(NC(=O)CSc2nc3sc(C(=O)O)c(C)c3c(=O)[nH]2)cc1
  -1%	-1%	-8%	1%	12%	?	-1%	-24%

Next section; the last three above are carried over.
Values in the order: Tau fluor counter	TRb SRC2 PPI	Tau FP inhib	TexasRed fluor	L3MBTL1 block	Tau ThT inhib	RECQ1 helicase	HTT ATP protect
CCOc1ccc(CCNC(=O)c2ccc3c(Cl)c4c(nc3c2)CCCC4)cc1
  -21%	1%	11%	-30%	/	?	/	/
CCc1cccc(C)c1NC(=O)CC1Oc2ccc(C)cc2NC1=O (configuration not stated)
  1%	-9%	-2%	2%	/	-2%	/	/
CCOC(=O)c1ccc(NC(=O)CSc2nc3sc(C(=O)O)c(C)c3c(=O)[nH]2)cc1
  -1%	-1%	-8%	1%	12%	?	-1%	-24%
CC12C=CC3(O1)C(C(=O)N1CCCOC13)C2C(=O)O (configuration not stated)
  7%	3%	4%	-1%	-11%	10%	12%	16%[10 µM]
COc1ccc(S(=O)(=O)N(CC(=O)N2CCN(C)CC2)c2ccccc2)cc1OC
  3%	1%	2%	-1%	8%	3%	i	-13%
CCOC1(C)OCC(=O)[C@]2(CCC3C4CCC5=CC(=O)C=CC5(C)C4C(=O)CC32C)O1 (some centres not stated)
  2%	-2%	8%	-4%	-3%	0%	3%	/
CCOC(=O)c1ccc(S(=O)(=O)Nc2nc3cc(S(=O)(=O)NC4=NCCCCC4)ccc3s2)cc1
  ?	-2%	16µM*	0%	-7%	11µM*	1%	18µM*
CCOC(=O)c1sc(NC(=O)c2cc3c(C)nn(-c4ccccc4)c3s2)nc1C
  -1%	-2%	-8%	-2%	1%	0%	i	-1%[10 µM]
CCN(CC)S(=O)(=O)c1cccc(NC(=O)/C=C/c2cccc([N+](=O)[O-])c2)c1
  13µM*[quencher]	2%	-18%	6%	-7%	?	-7%	26%[10 µM]
CC(=O)Nc1ccc(SCC(=O)Nc2ccccc2Oc2ccccc2)cc1
  -29%	3%	?	-14%	-5%	-6%	-4%	11%[10 µM]
Cc1cc(NCCCN2CCOCC2)n2nc(C)c(-c3ccc(F)cc3)c2n1
  -28%	-1%	13%	-1%	-7%	-26%	-1%	-36%[inhibitor][10 µM]
Cc1cc(N/N=C/c2ccc([N+](=O)[O-])o2)nc2ccccc12
  ?	-7%	1%	-2%	?	1.6µM*	-5%	12%
O=C(C1CC(c2cccc(Br)c2)=NO1)N1CCc2ccccc2C1 (configuration not stated)
  -17%	8%	0%	0%	1%	-9%	-6%	3%
COc1ccc(C2Nc3ccccc3C(=O)N2NS(C)(=O)=O)cc1OC (configuration not stated)
  -3%	3%	4%	-1%	/	-2%	i	-21%
CCn1c(=O)cc(OCC(=O)Nc2cccc(C)n2)c2ccccc21
  -5%	-6%	-6%	3%	/	-7%	-7%	-2%
Cc1cc(C)n2c(Nc3ccc(C(C)C)cc3)c(-c3ccsc3)nc2n1
  -2%	5%	2%	-2%	/	?	/	/
CC(=O)NC(Cc1cccc(F)c1)C(=O)NC1CCN(c2ncccc2[N+](=O)[O-])CC1 (configuration not stated)
  -4%	1%	-3%	3%	-4%	-11%	14%	17%[10 µM]
CCN1CCN(c2ccc(S(=O)(=O)N3CCCCC3)cc2NC(=O)c2ccc(F)cc2)CC1
  4%	3%	2%	1%	-5%	8%	-3%	2%[10 µM]
Cc1ccc(CCNC(=O)c2ccc(CNS(=O)(=O)c3ccc(C)cc3)cc2)cc1
  -2%	2%	-10%	-2%	/	-8%	/	/
O=C(Nc1ccc(-c2nc3ccccc3o2)cc1)c1cc(-n2cnnc2)ccc1Cl
  ?	9%	-11%	0%	-6%	-15%	-2%	3%[10 µM]
Cc1ccc(CN(c2ccc(C(=O)Nc3cccnc3)cc2)S(C)(=O)=O)cc1
  -18%	-2%	-7%	-1%	/	-11%	i	-5%
CC(C)Oc1cccc(C(=O)N2CCCC2)c1
  -9%	0%	10%	0%	6%	-11%	8%	-6%
O=C(COc1ccccc1)N1CCN=C1SCc1cccc(F)c1
  ?	3%	-5%	0%	/	/	-2%	-7%[10 µM]

(next part)
Values in the order: Tau fluor counter	TRb SRC2 PPI	Tau FP inhib	TexasRed fluor	L3MBTL1 block	Tau ThT inhib	RECQ1 helicase	HTT ATP protect
Cc1cccc(NC(=O)C2CCCN2C(=O)Oc2ccccc2)c1 (configuration not stated)
  -3%	-19%	9%	3%	/	-4%	-5%	4%
Cc1ccc(-n2c3nc(=O)[nH]c(=O)c-3cc3c(C)nn(-c4ccccc4)c32)cc1Cl
  -7%	-3%	-3%	1%	/	-6%	/	/
CC1CCC(C(C)C)C(OC(=O)C2=C3c4ccccc4S(=O)(=O)N3CC2)C1 (configuration not stated)
  -7%	-13%	-5%	0%	-4%	-9%	2%	13%[1.9 µM]
CCOP(=O)(OCC)C(NC(=O)Nc1cccc(Cl)c1)C(N)=O (configuration not stated)
  -1%	?	-3%	3%	-4%	4%	i	-4%[10 µM]
O=C(CSc1n[nH]c(=O)n1Cc1ccco1)Nc1ccccc1Cl
  -7%	0%	9%	-1%	/	/	-12%	10%[10 µM]
CCCCC/C=C\C=C\[C@H](O)CCCCCCCC(=O)O
  1%	3%	3%	0%	/	-3%	18%	17%
Cc1c(/C=N/n2cnnc2)c2ccccc2n1CCOc1ccccc1
  -4%	-7%	10%	0%	-1%	3%	-14%	-38%
Cc1cccc(-c2noc(-c3ccccc3NC(=O)C3CC(=O)N(c4ccccc4C)C3)n2)c1 (configuration not stated)
  -11%	-11%	-10%	1%	/	?	/	/
Cc1cccn2c(=O)c(/C=C(\C#N)C(N)=O)c(N3CCN(Cc4ccc5c(c4)OCO5)CC3)nc12
  -6%	8%	2%	0%	-13%	-18%	-2%	-6%[10 µM]
CCN(CC)C(=O)CSc1ncnc2c1cnn2Cc1ccccc1
  -5%	-4%	6%	-3%	-4%	-5%	i	1%[0.074 µM]
Cc1ccc(N2C(=O)CCC2(C#N)c2ccccc2)cc1 (configuration not stated)
  -10%	3%	-9%	0%	7%	-5%	-17%	13%[10 µM]
CCCOc1ccc(OCCn2nc(C(=O)O)c3ccccc3c2=O)cc1
  -7%	-3%	0%	0%	4%	-15%	-2%	/
COc1cc(/C=N/NC(=O)c2ccc(CSc3nc4ccccc4[nH]3)cc2)cc(OC)c1OC
  7%	6%	7%	0%	-4%	12%	2%	/
Cc1ccc(COCC(CC(C)C)N2CCN(C(=O)c3cccc(C(F)(F)F)c3)CCC2=O)cc1 (configuration not stated)
  -12%	3%	-1%	0%	4%	-15%	-13%	/
CCOC(=O)c1cc2c(=O)n3ccccc3nc2n(Cc2ccco2)c1=NC(=O)c1cc(C)cc(C)c1
  -12%	0%	3%	-1%	/	-11%	/	/

Compound activity deposited in PubChem by National Center for Advancing Translational Sciences (NCATS).
